Screens: PubChem, National Center for Advancing Translational Sciences (NCATS)
Giardia killer: Small Molecules that selectively kill Giardia lamblia: qHTS. Giardia lamblia trophozoite viability. activity change, % at 7.66 µM, hits read low. 340,000 compounds, 0.15% hits; in the data active means activity change below about -80%; inconclusive means between about -30% and that limit;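 further: parasites exposed to compound for two days anaerobically before the ATP read; on the % scale 0 is the no-effect control and ±100 the full control effect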
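Trophozoite viability was measured as ATP-dependent luminescence, read 15-30 min after reagent addition. Before that, parasites at 100 cells/well were exposed to compounds for 48 h, anaerobically, at 37 deg C.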
uPA surface inh: qHTS for Inhibitors of Cell Surface uPA Generation; cell surface uPA generation assay, qHTS; Potency, µM (doses to about 38.3 µM), without a hit: at the highest dose activity change, negative = inhibition, usual class: inhibitors; 330,000 compounds, 0.31% hits; active means well fitted inhibition curve with a large enough effect; inconclusive means small, poorly fitted or top-dose-only effect; inactive means no such curve, though single readings can be large or run the other way; tested in mouse RAW 264.7 cells; further: potency means the concentration at half of the fitted maximal effect; on the % scale 0 is the no-effect control and ±100 the full control effect; nearly all actives have a fitted effect of over 55% in size
NPC1 promoter act: qHTS Assay for NPC1 Promoter Activators | Potency, µM (titrated, usually from 9.22 µM), for the others: at the highest dose activation, hits mostly activators | 320,000 compounds, 2.4% hits | AID 485313, 2010 | Huh7 NPC1 promoter luciferase reporter, 24 h;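 further: potency means the concentration at half of the fitted maximal effect; % of control where 0% means no effect; nearly all actives have a fitted effect of over 60% in size; reporter is driven by a mutant NPC1 promoter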
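Huh7 reporter cells (NPC1 promoter driving luciferase) are dosed with compound for 24 h at 37 °C, 5% CO2; luciferase detection reagent is then added and luminescence measured after 10 min at ambient temperature.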
FLuc modulator: qHTS profiling assay for firefly luciferase inhibitor/activator using purifed enzyme and Km concentrations of substrates (counterscreen for miR-21 project); Luciferin 4-monooxygenase (Photinus pyralis), P08659; purified FLuc, Km substrates, luminescence inhibition; Potency, µM (highest dose often 57.5 µM), for inactives: at the highest dose activity change, negative = inhibition, usual class: inhibitors; 360,000 compounds, 6.9% hits;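 further: potency means the concentration at half of the fitted maximal effect; plate controls were vehicle for no effect and reference inhibitor for full effect; nearly all actives have a fitted effect of over 55% in size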
Target sequence (P08659 whole entry, looked up): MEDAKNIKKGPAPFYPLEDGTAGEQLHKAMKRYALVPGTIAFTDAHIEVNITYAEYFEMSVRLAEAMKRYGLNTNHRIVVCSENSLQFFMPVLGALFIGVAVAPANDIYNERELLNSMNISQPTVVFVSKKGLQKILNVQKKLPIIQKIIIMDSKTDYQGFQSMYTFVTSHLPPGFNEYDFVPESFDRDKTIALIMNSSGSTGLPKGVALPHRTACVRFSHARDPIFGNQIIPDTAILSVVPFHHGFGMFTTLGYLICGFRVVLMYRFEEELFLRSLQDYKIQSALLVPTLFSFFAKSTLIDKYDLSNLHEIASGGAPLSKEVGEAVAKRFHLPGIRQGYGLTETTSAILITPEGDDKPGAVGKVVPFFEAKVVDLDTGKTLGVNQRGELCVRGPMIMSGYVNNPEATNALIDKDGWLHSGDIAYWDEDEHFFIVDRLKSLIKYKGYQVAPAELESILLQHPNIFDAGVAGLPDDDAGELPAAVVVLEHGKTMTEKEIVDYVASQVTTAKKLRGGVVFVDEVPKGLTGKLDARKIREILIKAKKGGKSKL
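Biochemical qHTS of compounds, final roughly 60 µM downward over six points, against 10 nM purified firefly luciferase using Km concentrations of substrates (10 uM D-luciferin, 10 uM ATP) in Tris acetate pH 7.5 buffer; luminescence output.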
Coupling enz: qHTS Assay for Inhibitors of Fructose-1,6-bisphosphate Aldolase from Giardia Lamblia: Coupling assay counterscreen; coupling enzyme system counterscreen, AmpLite Red fluorescence; activity change, negative = inhibition, % at 58.2 µM, hits read low; 290,000 compounds, 0.67% hits; AID 2472, 2010; in the data active means activity change below about -30%; further: on the % scale 0 is the no-effect control and ±100 the full control effect
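First, compound is pin-transferred into glyceraldehyde-3-phosphate coupling-enzyme reagent at 57.5 uM final and held 10 min at RT. Next, substrate, coupling system and AmpLite Red are added. After 20 min RT, fluorescence (525/598 nm) is read.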
Rab9 prom act: qHTS Assay for Rab9 Promoter Activators | Huh7 Rab9 promoter-luciferase reporter, luminescence, 24 h | Potency, µM (top dose mostly 9.22 µM), inactives show top-dose activation, negative = inhibition, hits mostly activators | 320,000 compounds, 2.8% hits | AID 485297, 2010; further: potency means the concentration at half of the fitted maximal effect; % of control where 0% means no effect; nearly all actives have a fitted effect of over 60% in size
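Huh7 cells stably carrying Rab9 promoter–luciferase reporter, plated 1500 cells/well, compound added after 2 h and incubated 24 h at 37 °C; luciferase luminescence then read after 10 min with detection reagent.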
KCNH2 3.1 block: qHTS for Inhibitors of KCHN2 3.1: Mutant qHTS | Potassium voltage-gated channel subfamily H member 2, brain isoform KCNH2 3.1 (human) | U2OS KCNH2 3.1, thallium flux FluxOr; stronger effect = lower value | activity change, % (tested at about 1.8 µM) | 340,000 compounds, 0.95% hits;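 active means maximum activity change below -70%; inconclusive means maximum activity change from -70% to -50%; inactive means maximum activity change above -50%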;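 further: thallium influx rate constant from kinetic fluorescence after stimulation buffer; on the % scale 0 is the no-effect control and ±100 the full control effect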
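Measured as rate of thallium-driven FluxOr signal in transduced U2OS cells carrying the 3.1 channel, read kinetically for 2 min upon stimulation; values are rate constants scaled to DMSO control wells.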
RORgamma inh: qHTS for inhibitors of ROR gamma transcriptional activity. Nuclear receptor ROR-gamma (Mus musculus), P51450. Drosophila S2 Gal4-RORgamma UAS-luciferase reporter, 20 h. Potency, µM (highest dose often 53.6 µM), without a hit: at the highest dose activity change, negative = inhibition, actives largely listed as inhibitors. 310,000 compounds, 5.4% hits; further: potency means the concentration at half of the fitted maximal effect; on the % scale 0 is the no-effect control and ±100 the full control effect; nearly all actives have a fitted effect of over 60% in size
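Drosophila Schneider cells stably carrying a metallothionein-driven Gal4 DBD–ROR gamma fusion and a UAS-Photinus luciferase reporter were exposed to compound for 1 hr, then induced with copper sulfate (700 uM final) for 20 hr at ambient temperature before luminescence reading.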
Tb PFK block: qHTS Assay to Find Inhibitors of T. brucei phosphofructokinase | ATP-dependent 6-phosphofructokinase (Trypanosoma brucei brucei), O15648 | T. brucei PFK, ADP-Glo luminescence | Potency, µM (series often up to 57.5 µM), for inactives: top-dose activity, negative = inhibition, hits mostly inhibitors | 330,000 compounds, 0.17% hits;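 further: potency means the concentration at half of the fitted maximal effect; 0% = uninhibited 1x PFK enzyme wells and -100% = no-enzyme wells; nearly all actives have a fitted effect of over 60% in size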
Target sequence (O15648 whole entry, looked up): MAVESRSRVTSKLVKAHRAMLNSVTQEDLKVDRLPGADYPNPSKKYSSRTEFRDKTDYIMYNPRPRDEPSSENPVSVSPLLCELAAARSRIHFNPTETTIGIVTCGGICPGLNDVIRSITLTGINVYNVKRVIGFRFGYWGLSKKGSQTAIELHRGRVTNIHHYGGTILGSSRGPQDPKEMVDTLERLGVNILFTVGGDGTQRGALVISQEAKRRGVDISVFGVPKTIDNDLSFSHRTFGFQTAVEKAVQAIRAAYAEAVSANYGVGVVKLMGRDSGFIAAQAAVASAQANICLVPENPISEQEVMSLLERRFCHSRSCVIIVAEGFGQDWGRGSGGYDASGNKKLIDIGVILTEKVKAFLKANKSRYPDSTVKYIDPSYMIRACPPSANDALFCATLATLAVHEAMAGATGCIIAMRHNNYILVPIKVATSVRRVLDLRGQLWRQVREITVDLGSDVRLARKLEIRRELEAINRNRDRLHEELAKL
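ADP-Glo luminescence quantified ADP after 45 min at room temperature, with 1.25 nM T. brucei PFK, 0.1 mM ATP and 0.5 mM fructose-6-phosphate in pH 8.0 TEA buffer. qHTS titrations up to 57 µM; curves classified by quality.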
ELG1 genotoxic: qHTS screen for small molecules that induce genotoxicity in human embryonic kidney (HEK293T) cells expressing luciferase-tagged ELG1 | HEK293T ELG1-luciferase reporter, luminescence, 16 h | Potency, µM (doses to about 46 µM), for the others: at the top dose activity change, positive = activation, actives largely listed as activators | 330,000 compounds, 1.3% hits | AID 504466, 2011; further: potency means the concentration at half of the fitted maximal effect; % of control where 0% means no effect; nearly all actives have a fitted effect of over 60% in size
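Genotoxicity was scored as increased ELG1-luciferase reporter signal, measured by ONE-Glo luminescence (30 min, room temperature). Compound or vehicle exposure of the HEK293T reporter cells lasted 16 hr at 37°C.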
Gal4-VP16 FLuc: VP16 counterscreen qHTS for inhibitors of ROR gamma transcriptional activity; Potency, µM (doses to about 53.6 µM), for inactives: top-dose activity, negative = inhibition, most hits filed as inhibitors; 310,000 compounds, 3.5% hits; AID 2546, 2010; Drosophila S2 Gal4-VP16 UAS-luciferase, luminescence, 20 h;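 further: Gal4-VP16 expression switched on by copper sulfate through the metallothionein promoter; potency means the concentration at half of the fitted maximal effect; on the % scale 0 is the no-effect control and ±100 the full control effect; nearly all actives have a fitted effect of over 50% in size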
The depositor's hits bear a star; u = inconclusive; x = no result given; [ ] = dose if it differs, or a comment. Unless noted, the call rests on the fitted dose curve; in most records, active means well fitted curve in the direction sought with a large enough effect; inconclusive means small, poorly fitted or top-dose-only effect, or another doubt; inactive means no such curve, though single readings can be large; an effect the other way counts as inactive or inconclusive.

SMILES	Giardia killer	uPA surface inh	NPC1 promoter act	FLuc modulator	Coupling enz	Rab9 prom act	KCNH2 3.1 block	RORgamma inh	Tb PFK block	ELG1 genotoxic	Gal4-VP16 FLuc
CCOC(=O)C1=C(C)N(C[C@@H]2CC[C@@H](Cc3ccc(-c4ccccc4)cc3)O2)C(=O)NC1c1cccc([N+](=O)[O-])c1 (some centres undefined)	-15	-11%	x	x	x	x	-8	x	-6%	-1%	x
COCCCNC(=S)N1CCN(c2nc(-c3cccc(OC)c3)cs2)CC1	-11	3%	-4%	u	-2	-2%	10	20%	2%	-6%	u
CCOc1ccc(C(=O)C(C)OC(=O)c2cnc(C)cn2)cc1 (centres undefined)	8	-7%	-5%	-10%	x	0%	-1	x	2%	-1%	x
CC(C)c1nc(N2CCN(C(=O)c3ccccc3)CC2)c(C#N)c2c1COC(C)(C)C2	-4	-1%	-6%	-1%	0	-8%	-22	2%	-6%	-21%	8%
COc1ccc(CCNC(=O)c2cc([N+](=O)[O-])cc([N+](=O)[O-])c2)cc1OC	-11	3%	2%	-1%	-1	-6%	5	-26%	1%	-3%	8%
COC(=O)c1ccc(N=NNc2cccc(Br)c2)cc1	-21	11%	1.3µM*	7.6µM*	0	1.3µM*	-14	-5%	-1%	u	-19%
O=C(COC(=O)C1=COCCO1)Nc1ncc(Cl)cc1Cl	19	15%	-5%	3%	x	1%	4	x	-2%	0%	x
Cc1nn(C)c(C)c1NS(=O)(=O)c1ccccc1	2	1%	-3%	1%	-3	1%	2	-1%	0%	-2%	3%
COc1ccc(CCN2C(=O)CC(Cc3ccc(C)cc3)C2=O)cc1OC (centres undefined)	15	0%	-3%	0%	0	-5%	21	24%	0%	-2%	4%
CCn1cc(S(=O)(=O)Nc2cc(F)ccc2C)cn1	12	0%	-4%	7%	1	-7%	20	9%	-2%	-6%	8%[10 µM]
O=C(N/N=C/c1ccc(-c2ccc(Cl)c(C(=O)O)c2)o1)c1cc2c(ccc3ccccc32)o1	-23	-3%	13%	21µM*	-11	1%	-6	17%	-27%	5%	-4%
COc1ccccc1CNC(=O)c1ccc2c(=O)n(CCCN3CCCC3=O)c(=S)[nH]c2c1	-5	-3%	0%	u	8	-10%	3	14%	2%	-4%	-1%[10 µM]
COc1cccc(-n2c(SCC(=O)OC(C)C)nnc2-c2cccnc2)c1	-11	-2%	0%	0%	2	-8%	16	-23%	-1%	-6%	-2%
CCOc1ccc(CCNC(=O)COC(=O)c2ccc(C)s2)cc1OCC	-5	-2%	0%	-4%	x	11%	5	-1%	0%	-3%	-18%
CCOC(=O)CSCc1c(C#N)c2ccccc2n1C	-6	6%	0%	1%	-2	-4%	11	-8%	1%	2%	3%

A section taken from the entries so far, for reference:
SMILES	Giardia killer	uPA surface inh	NPC1 promoter act	FLuc modulator	Coupling enz	Rab9 prom act	KCNH2 3.1 block	RORgamma inh	Tb PFK block	ELG1 genotoxic	Gal4-VP16 FLuc
COc1ccccc1CNC(=O)c1ccc2c(=O)n(CCCN3CCCC3=O)c(=S)[nH]c2c1	-5	-3%	0%	u	8	-10%	3	14%	2%	-4%	-1%[10 µM]
COc1cccc(-n2c(SCC(=O)OC(C)C)nnc2-c2cccnc2)c1	-11	-2%	0%	0%	2	-8%	16	-23%	-1%	-6%	-2%
CCOc1ccc(CCNC(=O)COC(=O)c2ccc(C)s2)cc1OCC	-5	-2%	0%	-4%	x	11%	5	-1%	0%	-3%	-18%
CCOC(=O)CSCc1c(C#N)c2ccccc2n1C	-6	6%	0%	1%	-2	-4%	11	-8%	1%	2%	3%

Remaining list, next part.
SMILES	Giardia killer	uPA surface inh	NPC1 promoter act	FLuc modulator	Coupling enz	Rab9 prom act	KCNH2 3.1 block	RORgamma inh	Tb PFK block	ELG1 genotoxic	Gal4-VP16 FLuc
CC(C)(C)OC(=O)NCCCC[C@H](NC(=O)c1[nH]cnc1C(=O)Nc1ccc(CNC(=O)OC(C)(C)C)cc1)C(=O)OC(C)(C)C	-3	-3%	-13%	0%	-10	-10%	-9	u	2%	-10%	-4%
O=C1CSC(c2ccccc2F)N1 (centres undefined)	-7	-1%	-1%	-3%	4	-4%	1	-7%	-23%	-3%	-13%
COc1ccc(C2CC(c3ccc(Cl)cc3)n3nc(N)nc3N2)cc1 (centres undefined)	13	-1%	-3%	3%	2	-9%	-20	23%	-3%	3%	-2%
Cc1ccc(CCNC(=O)C2CCN(S(=O)(=O)c3ccc4c(c3)NC(=O)C(C)S4)CC2)cc1 (centres undefined)	-23	-12%	u	0%	0	-7%	-5	u	2%	-12%	u
CCN(CC)S(=O)(=O)c1cc(NC(=O)CCc2c(C)noc2C)ccc1C	-6	2%	x	x	x	x	5	x	0%	-1%	x
COc1cc(CC(=O)NCc2ccc3c(c2)OCO3)cc(OC)c1OC	5	0%	-3%	2%	2	-6%	-8	21%	5%	1%	-3%
C=CCNC(=O)CN1C(=O)NC(C)(c2ccc(OC)cc2)C1=O (centres undefined)	31[activator]	0%	-2%	-2%	0	13%	-3	-6%	0%	1%	-2%
COc1cc(C(=O)Nc2nc3ccc4nc(C)sc4c3s2)cc(OC)c1OC	-10	3%	-4%	4%	x	-4%	-7	-16%	-1%	1%	-7%
Cc1ccc(C)c2c1[nH]c1ccc([N+](=O)[O-])cc12	8	-4%	2%	0%	2	-1%	4	u	4%	2%	-5%
O=C1CCCC2=C1C(c1ccncc1)n1c(nc3ccccc31)N2 (centres undefined)	-17	2%	-5%	0%	1	-13%	-9	2%	-1%	-5%	-8%
Cc1cccn2c(=O)c3cc(C(=O)N4CCCCC4C)sc3nc12 (centres undefined)	-4	5%	-2%	-16%	x	16%	3	x	4%	2%	x
CCS(=O)(=O)c1ccc(O)c(NC(=O)CCCC(=O)O)c1	12	-7%	11%	1%	1	-6%	-10	4%	0%	-1%	1%
CN1C(=O)CC(c2cn(Cc3ccccc3)c3ccccc23)C1=O (centres undefined)	17	5%	1%	-3%	-23	-4%	4	44%	-4%	1%	-5%
CCS(=O)(=O)N1CCC(C(=O)NCc2cccnc2)CC1	-3	14%	3%	-3%	7	0%	0	0%	8%	1%	-5%
O=c1c(C(c2ccc(F)cc2)c2c(O)nc3n(c2=O)CCCS3)c(O)nc2n1CCCS2	10	-2%	2%	-3%	11	-7%	5	16%	1%	3%	4%
CC(=O)N1N=C(c2ccccc2O)CC1c1cccs1 (centres undefined)	u	-8%	-2%	-1%	1	7%	12	-15%	0%	-1%	20%
CCOC(=O)CCc1nc2ccccc2[nH]c1=O	7	-1%	-2%	3%	-1	-1%	-1	-7%	-1%	-4%	-5%

3 entries already listed, sorted by count of non-hydrogen atoms, lowest first:
SMILES	Giardia killer	uPA surface inh	NPC1 promoter act	FLuc modulator	Coupling enz	Rab9 prom act	KCNH2 3.1 block	RORgamma inh	Tb PFK block	ELG1 genotoxic	Gal4-VP16 FLuc
O=C1CSC(c2ccccc2F)N1 (centres undefined)	-7	-1%	-1%	-3%	4	-4%	1	-7%	-23%	-3%	-13%
C=CCNC(=O)CN1C(=O)NC(C)(c2ccc(OC)cc2)C1=O (centres undefined)	31[activator]	0%	-2%	-2%	0	13%	-3	-6%	0%	1%	-2%
COc1cccc(-n2c(SCC(=O)OC(C)C)nnc2-c2cccnc2)c1	-11	-2%	0%	0%	2	-8%	16	-23%	-1%	-6%	-2%

Single entries from above.
C=CCNC(=O)CN1C(=O)NC(C)(c2ccc(OC)cc2)C1=O (centres undefined) | KCNH2 3.1 block: -3
COc1ccc(CCNC(=O)c2cc([N+](=O)[O-])cc([N+](=O)[O-])c2)cc1OC | Giardia killer: -11
CCOc1ccc(C(=O)C(C)OC(=O)c2cnc(C)cn2)cc1 (centres undefined) | Tb PFK block: 2%
COC(=O)c1ccc(N=NNc2cccc(Br)c2)cc1 | FLuc modulator: 7.6µM*
